Assay outcomes as filed in PubChem.
GALR2 antag = GALR2 antagonists in receptor-expressing cells, primary screen. Galanin receptor type 2 (Homo sapiens), O43603. antagonist mode. inhibition, % at 4 µM. actives 0.39% (n = 140,000); in the data active = inhibition above about 27%;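 note: cells stimulated with galanin 1-16 at roughly its EC80; 0% = agonist challenge control and 100% = basal control without agonist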
Target sequence (O43603 whole entry, looked up): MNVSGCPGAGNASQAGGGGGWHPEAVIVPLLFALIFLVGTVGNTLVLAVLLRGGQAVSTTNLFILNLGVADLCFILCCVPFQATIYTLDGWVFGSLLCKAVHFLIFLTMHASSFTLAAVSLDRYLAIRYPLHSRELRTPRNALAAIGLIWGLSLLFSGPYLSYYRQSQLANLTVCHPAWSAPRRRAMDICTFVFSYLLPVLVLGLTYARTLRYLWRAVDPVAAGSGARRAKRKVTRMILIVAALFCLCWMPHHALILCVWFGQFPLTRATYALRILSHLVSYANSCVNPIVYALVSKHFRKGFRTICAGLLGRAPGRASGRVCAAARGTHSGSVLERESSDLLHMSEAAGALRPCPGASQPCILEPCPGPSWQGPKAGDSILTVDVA
PTEN del growth = growth suppression of PTEN-null HCT116, primary screen, cell-based, CellTiter-Glo; viability, % at 10 µM; actives 1.2% (n = 140,000); HCT116 PTEN-null viability, 60 h; active compounds read low; AID 827, 2007;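 active = viability at or below a set limit, 4 SD under the median of all tested compounds, cut at about 3.7% in these data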;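 note: PTEN knockout HCT116 line with beta catenin targeted HCT116 as companion control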
Phagocyt inh = inhibitors of macrophage phagocytosis, primary screen, imaging, J774A.1 cells, IgG beads. J774A.1 macrophage IgG-bead phagocytosis. inhibition, % at 5 µM. actives 0.07% (n = 110,000);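 active = inhibition above the mean of the plate negative controls plus 5 SD, cut at about 13% in these data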;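 note: phagocytic index as fraction of beads internalized from green versus red external bead signal; plate controls were DMSO negative control for no effect and cytochalasin-D positive control for full effect; some results beyond the cut were filed as inactive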
E-sel TNF inh = E-selectin induction blockers in HUVEC – imaging, immunofluorescence, high content, primary screen; HUVEC TNFa-induced E-selectin immunofluorescence; inhibition, % at 2 µM; actives 0.71% (n = 120,000); AID 1246, 2008;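 active = inhibition above the batch mean plus 3 SD, and confirmed as a hit on visual image review, cut at about 43% in these data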;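 note: 0% = TNF-stimulated DMSO wells and 100% = unstimulated control wells; not every result past the cut was called active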
Measles CPE = compounds protecting cells from measles virus cytopathic effect, primary screen, measles RdRp inhibitor project, single point, MLSMR library, absorbance; Measles virus-infected cells, CPE protection; protection (pct of control), % at 4 µM; actives 1.5% (n = 140,000); AID 841, 2007; in the data active = protection mostly above about 24%, no sharp cut-off; inactive = mostly below about 26%; note: some compounds called inactive have numbers as strong as hits
Yeast growth inh = growth inhibitors of yeast BB579 in restrictive medium, primary screen, yeast lifespan-shortening project, S. cerevisiae. inhibition, % at 10 µM. OD615, 48 h. AID 804, 2007. actives 0.51% (n = 140,000);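 active = inhibition above a set limit, 3 SD over the mean compound inhibition, cut at about 44% in these data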; note: inactives centre near -24
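System: Saccharomyces cerevisiae DeaD strain BB579, replicative lifespan model yeast | Buffer or medium: Restrictive glucose-based CSMM-D medium | Times: 4 h preincubation and 48 h exposure at 30 °C | Detection: OD615 turbidity measurement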
NPY-Y2 antag = NPY-Y2 receptor antagonists, primary screen, cell-based | Neuropeptide Y receptor type 2 (Homo sapiens), P49146 | NPY-Y2 expressing cells, antagonist mode | inhibition, % at 2.7 µM | actives 0.99% (n = 140,000) | AID 793, 2007; in the data active = inhibition above about 17%;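 note: 0% = vehicle with agonist challenge and 100% = reference antagonist with challenge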
Target sequence (P49146 whole entry, looked up): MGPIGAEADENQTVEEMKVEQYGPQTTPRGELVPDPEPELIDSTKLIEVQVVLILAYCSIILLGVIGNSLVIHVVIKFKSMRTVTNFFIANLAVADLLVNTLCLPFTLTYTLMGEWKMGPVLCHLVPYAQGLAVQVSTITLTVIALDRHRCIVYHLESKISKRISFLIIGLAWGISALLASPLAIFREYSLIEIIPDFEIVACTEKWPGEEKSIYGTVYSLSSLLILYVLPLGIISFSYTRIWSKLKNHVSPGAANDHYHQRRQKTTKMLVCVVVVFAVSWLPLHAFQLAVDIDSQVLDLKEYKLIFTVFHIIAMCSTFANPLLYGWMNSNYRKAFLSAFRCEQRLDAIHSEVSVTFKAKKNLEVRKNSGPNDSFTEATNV
MRP-1 activ = H69AR viability gain despite doxorubicin, primary screen, MRP-1 activator project, H69AR cells, CellTiter-Glo. viability rescue. viability increase, % at 10 µM. actives 0.61% (n = 140,000). AID 799, 2007;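 active = viability gain under doxorubicin at or above a set limit, the compound median plus 3 SD, cut at about 4.7% in these data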;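 note: MRP-1 overexpressing cells given doxorubicin 25 µM after compound pretreatment; 18-22 h compound pretreatment then 72 h with doxorubicin before readout; 0% = doxorubicin-only wells and 100% = vehicle-treated cells without doxorubicin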
HCT116 bCat-KO = primary screen for growth suppressors in beta-catenin knockout HCT116 cells (colon tumor, human); HCT116 beta-catenin knockout viability, CellTiter-Glo, 60 h; active compounds read low; viability, % at 10 µM; actives 1.5% (n = 140,000); AID 818, 2007;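 active = viability at or under a set limit, the compound median less 4 SD, cut at about 6% in these data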;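 note: 0% = Hyamine 1622 control at 20 µM and 100% = untreated cell control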
Yeast life ext = compounds extending yeast replicative lifespan, primary screen, S. cerevisiae, OD615; S. cerevisiae growth with nicotinamide; deaD strain in restrictive glucose medium; inhibition of the nicotinamide effect, % at 10 µM; actives 0.68% (n = 130,000);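 active = inhibition above a set limit, placed 3 SD over the median of all compounds, cut at about 26% in these data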;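 note: 0% = nicotinamide-treated wells and 100% = cells grown without nicotinamide; some compounds called inactive have numbers as strong as hits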
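System: DeaD-strain S. cerevisiae / Buffer or medium: CSMM-D, restrictive glucose (dextrose) synthetic minimal medium / Probe or stimulus: nicotinamide, 1.5 mM, co-present with compound / Compound: one concentration, 10 µM, DMSO 0.25% / Incubation: 48 h compound exposure at 30 °C, humidified / Technique: optical density (absorbance) at 615 nm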
Starred values were filed as active, the others as inactive; . = no result given.

Start of the listing, in advance:
Sequence of screens – GALR2 antag	PTEN del growth	Phagocyt inh	E-sel TNF inh	Measles CPE	Yeast growth inh	NPY-Y2 antag	MRP-1 activ	HCT116 bCat-KO	Yeast life ext
1	COc1ccccc1N1C(=O)C2C3C=CC(C3)C2C1=O (stereo not given)
  3	85	-4	.	11	-28	1	-1.8	88	-18
2	C/C(N)=C(/C#N)C(=O)COc1ncnc2ccc(Br)cc12
  -7	93	.	-24	8	-5	-1	-2.1	100	-15

Main list, repeating the preview:
Sequence of screens – GALR2 antag	PTEN del growth	Phagocyt inh	E-sel TNF inh	Measles CPE	Yeast growth inh	NPY-Y2 antag	MRP-1 activ	HCT116 bCat-KO	Yeast life ext
1	COc1ccccc1N1C(=O)C2C3C=CC(C3)C2C1=O (stereo not given)
  3	85	-4	.	11	-28	1	-1.8	88	-18
2	C/C(N)=C(/C#N)C(=O)COc1ncnc2ccc(Br)cc12
  -7	93	.	-24	8	-5	-1	-2.1	100	-15
3	CC(C)C(NC(=O)C1CCCCC1)C(=O)NCc1ccccn1 (stereo not given)
  8	109	.	-11	12	-39	2	0.6	103	17
4	CC(=O)c1cccc(N(C(=O)Cn2nnc3ccccc32)C(C(=O)NCc2ccccc2)c2ccccn2)c1 (stereo not given)
  3	94	-12	.	7	-35	3	-1.8	90	-5
5	Cc1ccccc1-c1cc(C(=O)n2cccn2)c2cc(Cl)ccc2n1
  4	89	.	-40	8	-37	7	-2.9	86	-21
6	COc1ccc2[nH]c(=O)c(C(c3nnnn3CC3CCCO3)N3CCc4ccccc4C3)cc2c1 (stereo not given)
  -1	70	-1	16	13	-56	7	-1.4	72	-21
7	Cc1cc(NS(=O)(=O)c2ccc(NC(=O)CN3C(=O)c4ccccc4C3=O)cc2)nc(C)n1
  -3	90	-2	15	2	-12	0	0.4	101	-8
8	Cc1cccc(CCNC(=O)C2CCN(S(=O)(=O)c3c(C)noc3C)CC2)c1
  4	92	.	0	15	-36	0	-2.1	93	-6
9	Cc1cccc(/C(N)=N/OC(=O)N2c3ccccc3Sc3ccccc32)c1
  14	39	-2	-12	4	-23	-1	-5.7	34	-23
10	Cc1cc(C(F)F)n2ncc(C(=O)NCc3ccccc3F)c2n1
  5	94	-2	-5	9	-42	15	-1.7	104	-4
11	O=[N+]([O-])c1ccc(Cl)c(/C=N/N2CCN(c3ccccc3)CC2)c1
  7	80	-2	-1	3	-24	1	-3.5	90	-22
12	CCC(C)(C)NC(=O)CN(C(=O)CCC(=O)Nc1cc(C)ccn1)c1ccc2c(c1)OCO2
  -1	85	0	15	14	-23	1	-3.6	96	-3
13	CCOCCCNC(=O)CN1CCN(Cc2ccccc2C)C1=O
  -7	78	-1	.	7	32	1	-0.8	99	-6
14	O=C(CN1CCN(c2ccc(O)cc2)CC1)NC(=O)NCc1ccco1
  -9	63	-4	.	1	-24	1	0.1	68	-3
15	CCCn1c(=O)c(C(=O)NCc2ccccn2)c(O)c2ccccc21
  -14	99	-1	-3	7	-32	6	-2.3	97	4
16	COC(=O)C1=C(O)/C(=C\c2sccc2C)N=C1C
  1	93	-11	.	23	-31	3	0.0	94	-3
17	Cc1ccc(C(=O)CSc2nc3cc(S(=O)(=O)N4CCOCC4)ccc3o2)cc1
  2	93	.	-1	6	-77	5	-0.3	70	6
18	CC(=O)Nc1ccc(NC2=Nc3ccccc3N3C2=Nc2c(c(C)nn2-c2ccccc2)C3c2ccccc2)cc1 (stereo not given)
  8	27	.	-5	3	-67	-1	4.6	22	-7
19	CC(C)(C)c1ccccc1OCC(=O)Nc1ncn[nH]1
  -10	95	0	.	13	-36	-1	2.4	94	-3
20	CCCCn1c(=O)cc(O)c2ccccc21
  -1	98	-1	-14	12	-15	3	-1.5	93	6
21	CC(=O)N1CCN(c2ccc(NC(=S)NC(=O)/C=C/c3ccccc3)cc2)CC1
  -3	98	2	0	5	-22	3	-3.0	85	-1
22	CCN(CC)C(=O)N1CCN(S(=O)(=O)c2ccc(C)cc2)CC1
  7	98	0	21	6	-15	1	0.5	96	-2
23	Cc1nnc(NC(=O)c2ccncc2)s1
  -15	98	0	.	26	-1	3	-0.9	98	-6
24	CSC1=NC(NCCCO)c2c(sc3c2CC(C)(C)OC3)N1 (stereo not given)
  -8	83	0	-13	7	-23	-1	-3.2	83	-22
25	CCOc1ccccc1-n1c(N)c(C(N)=O)sc1=S
  0	91	-1	4	27	-16	-2	-2.7	94	-1
26	CC(=O)N(Cc1ccc2c(c1)OCO2)C1CC(=O)N(CCc2ccccc2)C1=O (stereo not given)
  -9	100	0	.	35	1	1	-3.0	98	-7
27	COc1cc(/C=N/Nc2nn3cnnc3c3ccccc23)cc(OC)c1OC
  5	75	0	3	10	-18	1	-1.9	71	-16
28	CCc1ccc(-c2ccc(C(=O)O)cc2)nc1
  3	93	-3	-26	3	31	-1	-3.9	96	-26
29	COCC(C)NC(=O)c1cc(-c2ccc(OC)c(OC)c2)on1 (stereo not given)
  3	99	0	-19	12	-18	5	3.6	92	-25
30	Cc1ccc(-c2ccc(/C=N/N=C3/NC(=O)C(CC(=O)O)S3)o2)c([N+](=O)[O-])c1 (stereo not given)
  -1	100	-3	.	25	17	1	-4.0	107	-15
31	COc1ccc(C2CC(=O)C(C=NCCN3CCN(C(C)=O)CC3)=C(O)C2)cc1 (stereo not given)
  -3	104	.	-4	3	-34	1	1.2	95	.
32	CCOc1ccccc1N(CC(=O)NCC1CCCO1)C(=O)CCC(=O)Nc1ccccn1 (stereo not given)
  15	103	-1	-20	5	-34	3	-2.3	100	-2
33	CCN(CC)c1ccc(NC(=O)c2ccc(Br)o2)c(C)c1
  -7	102	.	10	3	-54	4	0.1	89	-8
34	CC1=C(C(N)=O)C(c2ccncc2)n2nc(-c3ccccc3Cl)nc2N1 (stereo not given)
  6	102	0	.	31	-20	1	-0.4	91	4
35	COc1ccc(Cn2nnnc2C(c2ccncc2)N2CCOCC2)cc1 (stereo not given)
  -8	100	7	17	25	-37	3	-0.4	95	-1
36	C=CCn1c(SCC(=O)NCc2ccco2)nnc1-c1ccc2ccccc2n1
  2	86	-5	22	3	-13	5	-2.2	85	-4
37	O=[N+]([O-])c1ccc2cn(-c3ccccc3)nc2c1
  0	89	-5	7	4	-24	2	-2.5	93	-4
38	COc1ccc(-c2noc(CSc3nnc(Cc4ccccc4)n3-c3cccc(C)c3)n2)cc1OC
  -5	73	2	-1	14	-35	13	-1.8	86	3
39	COc1ccc(-c2cc(C(F)(F)F)n3nc(C(=O)NCc4ccco4)c(Cl)c3n2)cc1
  -8	8	.	3	8	-13	2	-3.0	4.4*	-3
40	Cc1ccccc1Nc1nc(N)nc(CN2C(=O)NC3(CCCCC3C)C2=O)n1 (stereo not given)
  5	90	0	-5	0	-12	5	0.0	89	-10
41	Nc1ccc(S(=O)(=O)NC(=O)c2ccccc2)cc1
  12	104	.	.	7	-58	1	0.0	97	8
42	Cc1ccc(NC(=O)c2cc(NC(=O)CCC(=O)O)ccc2N2CCCCC2)cc1
  2	98	-1	10	8	-31	-2	-4.4	99	-9
43	Cc1cccc(N2CCN(C(=O)Cn3cnc4c3c(=O)n(C)c(=O)n4C)CC2)c1C
  4	89	.	8	14	-30	0	-3.1	87	.
44	O=c1nc2ccccc2c(NS(=O)(=O)c2ccccc2)n1-c1ccccc1
  -3	92	1	-22	4	-5	0	-0.5	110	-22
45	O=C1[C@@H]2C(Cc3ccc(O)cc3)NC3(C(=O)Nc4ccc(F)cc43)[C@@H]2C(=O)N1c1ccc(F)cc1 (stereo not given in full)
  -5	89	0	13	22	-13	0	5.2*	86	-1
46	CCN(C(=O)CSc1nncn1-c1ccccc1)c1c(N)n(Cc2ccccc2)c(=O)[nH]c1=O
  3	101	-9	.	1	6	1	2.3	91	-5
47	COC(=O)[C@H](CCSC)NC(=O)Nc1cc(C)ccc1C
  6	92	0	-15	5	-31	3	1.1	99	-11
48	COc1ccc(NC(=O)C2CCN(S(=O)(=O)c3cccc4cccnc34)CC2)cc1
  -1	95	0	.	6	12	1	-1.7	92	-3
49	CCOC(=O)c1cc(C#N)c(SCc2cccc3ccccc23)nc1C
  -11	72	-2	20	3	-18	1	-2.0	69	-9
50	O=C(c1cccc(F)c1)N1CCN(c2cccc(C(F)(F)F)c2)CC1
  5	103	3	-23	4	-12	3	-2.8	99	-9
51	Nc1cccc(C(=O)OCC(=O)c2ccccc2)c1
  -16	96	-5	.	6	-24	3	-1.0	86	-7
52	Clc1cccc(Nc2ncnc3c2cnn3-c2ccccc2)c1
  .	66	1	.	6	2	.	0.5	74	-11
53	CCCCCCCCC(=O)N/N=C/c1ccccn1
  -7	56	-1	-26	4	-24	5	-1.0	40	-26
54	O=C(NCCSc1ccccc1)c1ccccc1Cl
  -3	91	0	.	7	-51	1	-0.4	92	-4
55	COc1cccc(NC(=O)c2nnn(CCc3ccccc3)c2N)c1
  -1	56	0	-10	25	0	3	-3.8	59	-8
56	C(/C=C/c1ccccc1)=N/N1CCN(c2ccccc2)CC1
  -1	90	-2	-24	25	-26	5	-0.9	83	-5
57	O=C(NC1CCCCC1)c1cc([N+](=O)[O-])ccc1N1CCOCC1
  -2	80	-2	-26	2	-21	7	-4.6	86	-6
58	c1ccn2c(CNc3ncnc4sccc34)nnc2c1
  5	90	.	25	6	16	0	-3.8	98	-1
59	CCOC(=O)N1CCC(NC(=O)C2CCN(c3nc(-c4ccc(OC)cc4)no3)CC2)CC1
  -4	80	.	-39	44*	-20	0	-0.1	74	-7
60	N=C1C(c2nc3ccccc3s2)=C(O)CN1Cc1ccco1
  -5	84	-4	.	17	-57	2	-3.0	86	1

(next part)
Sequence of screens – GALR2 antag	PTEN del growth	Phagocyt inh	E-sel TNF inh	Measles CPE	Yeast growth inh	NPY-Y2 antag	MRP-1 activ	HCT116 bCat-KO	Yeast life ext
61	Cc1ccc(/C=N/NC(=O)C(C)Oc2ccccc2[N+](=O)[O-])s1 (stereo not given)
  0	91	-1	.	25	-26	-1	1.1	92	-1
62	CS(=O)(=O)N(CC(=O)N1CCN(c2ccccc2)CC1)C1CCCCC1
  -5	83	0	14	4	-15	-1	-2.1	78	-3
63	N#Cc1cnc(SCCc2ccccc2)nc1N
  -13	100	-6	16	4	-25	3	-1.2	99	-9
64	CC(=Nc1ccc(C)c(C)c1)C1=C(O)CSC1=O
  2	93	-1	5	11	-80	-1	-0.1	105	-8
65	CCCCn1c(SCC(=O)NCc2ccco2)nc2ccccc2c1=O
  -2	102	0	-15	7	-45	5	-1.4	93	-18
66	COC(=O)[C@H](C(C)C)n1c(C)c(C(C)=O)c(C(C)=O)c1C
  0	101	-1	.	25	-11	5	-1.0	109	-10
67	COc1ccccc1-n1c(CNc2ccc(F)cc2)nnc1SCC(=O)Nc1cc(C)on1
  -5	91	.	14	16	-20	0	-1.3	91	.
